NSD2 inh: inhibitors of human NSD2, primary screen, biochemical, plate reader, single point | Histone-lysine N-methyltransferase NSD2 (Homo sapiens), O96028 | NSD2-SET H3K36me1 DELFIA fluorescence | inhibition, % at 12.5 µM | 44,000 compounds, 0.07% hits | AID 624260, 2012; in the data active means inhibition above about 54%, passing the limit was not always enough; inconclusive means no clear call, values can overlap the other calls;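 further: inhibitors reduce the monomethyl H3K36 fluorescence signal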
Active calls of the source: *; ? = inconclusive. Only part of the results is shown; count on the stated rates, not on these rows.

NSD2 inh	SMILES
-1	C[C@@H]1CN([C@H](C)CO)C(=O)Cc2cc(NC(=O)CCN3CCOCC3)ccc2O[C@@H]1CN(C)S(=O)(=O)c1cn(C)cn1
13	C[C@H](CO)N1C[C@H](C)[C@@H](CN(C)S(C)(=O)=O)Oc2c(NC(=O)c3cnccn3)cccc2C1=O
2	COCC#Cc1cnc2c(c1)C(=O)N([C@H](C)CO)C[C@@H](C)[C@@H](CN(C)C(=O)c1ccc3c(c1)OCO3)O2
2	C[C@@H]1CN([C@@H](C)CO)C(=O)CCCn2nncc2CO[C@H]1CN(C)Cc1ccc2c(c1)OCCN2C
-14	CC(C)C#Cc1cnc2c(c1)C(=O)N([C@H](C)CO)C[C@@H](C)[C@@H](CN(C)C(=O)Nc1cccc(F)c1)O2
-3	C[C@@H]1CCCCO[C@@H](CN(C)S(=O)(=O)c2ccc(Cl)cc2)[C@H](C)CN([C@@H](C)CO)C(=O)c2cc(NC(=O)Nc3ccccc3)ccc2O1
3	CNC[C@H]1OCCCC[C@@H](C)Oc2ccc(NS(=O)(=O)c3cn(C)cn3)cc2C(=O)N([C@@H](C)CO)C[C@@H]1C
-2	O=C(NCc1ccc(-c2csnn2)cc1)c1cc(Cl)cc(Cl)c1
1	C[C@H]1CN([C@@H](C)CO)C(=O)Cc2cc(NC(=O)C3CC3)ccc2O[C@@H]1CN(C)S(=O)(=O)c1ccc(Cl)cc1
-4	Cc1noc(C)c1S(=O)(=O)N(C)C[C@H]1OCCCC[C@@H](C)Oc2ccc(NC(=O)NC(C)C)cc2C(=O)N([C@@H](C)CO)C[C@H]1C
0	Cc1ccc(S(=O)(=O)Nc2ccc3c(c2)CC(=O)N([C@@H](C)CO)C[C@H](C)[C@@H](CN(C)S(=O)(=O)c2cccs2)O3)cc1
0	Cc1noc(C)c1NC(=O)N(C)C[C@H]1OCCCC[C@H](C)Oc2ccc(NC(=O)Nc3ccc(F)cc3)cc2C(=O)N([C@@H](C)CO)C[C@@H]1C
0	C[C@@H]1CN([C@H](C)CO)C(=O)CCCn2nncc2CO[C@@H]1CN(C)Cc1ccc(Oc2ccccc2)cc1
-5	C[C@H]1CN([C@@H](C)CO)C(=O)c2cc(NS(=O)(=O)c3cccs3)ccc2O[C@H]1CN(C)C
0	C[C@@H]1CCCCO[C@H](CN(C)S(=O)(=O)c2cccs2)[C@@H](C)CN([C@@H](C)CO)C(=O)c2cc(NS(=O)(=O)c3cccs3)ccc2O1

Filtered by structure: those above containing a thiophene ring, fused or not.
NSD2 inh	SMILES
0	Cc1ccc(S(=O)(=O)Nc2ccc3c(c2)CC(=O)N([C@@H](C)CO)C[C@H](C)[C@@H](CN(C)S(=O)(=O)c2cccs2)O3)cc1
-5	C[C@H]1CN([C@@H](C)CO)C(=O)c2cc(NS(=O)(=O)c3cccs3)ccc2O[C@H]1CN(C)C
0	C[C@@H]1CCCCO[C@H](CN(C)S(=O)(=O)c2cccs2)[C@@H](C)CN([C@@H](C)CO)C(=O)c2cc(NS(=O)(=O)c3cccs3)ccc2O1

(list continues)
NSD2 inh	SMILES
-196	COc1ccc(NC(=O)N(C)C[C@H]2Oc3c(NC(=O)Nc4ccc5c(c4)OCO5)cccc3C(=O)N([C@H](C)CO)C[C@H]2C)cc1
0	C[C@@H]1CCCCO[C@@H](CN(C)C(=O)Nc2ccccc2)[C@H](C)CN([C@H](C)CO)C(=O)c2cc(NC(=O)Nc3cccc4ccccc34)ccc2O1
3	CC(C)NC(=O)N(C)C[C@@H]1Oc2ccc(NC(=O)C3CC3)cc2C(=O)N([C@@H](C)CO)C[C@H]1C
1	C[C@H]1CN([C@@H](C)CO)C(=O)Cc2cc(NC(=O)C3CC3)ccc2O[C@H]1CN(C)C(=O)NC1CCCCC1
-4	C[C@@H]1CN([C@H](C)CO)C(=O)Cc2cc(NS(=O)(=O)c3cn(C)cn3)ccc2O[C@@H]1CN(C)Cc1ccc(Cl)c(Cl)c1
-2	C/C=C/c1ccc2c(c1)O[C@H](CN(C)C(=O)C1CCC1)[C@@H](C)CN([C@H](C)CO)S2(=O)=O
-3	COc1ccc(S(=O)(=O)N(C)C[C@H]2Oc3c(NS(=O)(=O)c4c(C)noc4C)cccc3C(=O)N([C@H](C)CO)C[C@H]2C)cc1
-9	C[C@H](CO)N1C[C@H](C)[C@@H](CN(C)Cc2ccc(Cl)c(Cl)c2)Oc2ccc(NC(=O)CCN3CCOCC3)cc2CC1=O
6	C[C@H]1CN([C@@H](C)CO)S(=O)(=O)c2ccc(C#CC(C)(C)O)cc2O[C@H]1CN(C)C(=O)CN(C)C
13	C[C@@H]1CN([C@@H](C)CO)C(=O)c2cccc(N(C)C)c2O[C@@H]1CN(C)Cc1ccccc1
0	C[C@H](CO)N1C[C@H](C)[C@H](CN(C)C(=O)Nc2ccc3c(c2)OCO3)OCCCC[C@H](C)Oc2ccc(NC(=O)Nc3ccc(C(F)(F)F)cc3)cc2C1=O
4	Cc1noc(C)c1NC(=O)N(C)C[C@H]1Oc2ccc(NC(=O)Cn3cnnn3)cc2C(=O)N([C@@H](C)CO)C[C@@H]1C
-2	C[C@H](CO)N1C[C@H](C)[C@@H](CN(C)C(=O)Nc2ccc(F)cc2)Oc2ccc(NC(=O)Nc3ccccc3)cc2C1=O
-2	COc1ccc(S(=O)(=O)Nc2ccc3c(c2)C(=O)N([C@H](C)CO)C[C@H](C)[C@@H](CN(C)C(=O)Nc2ccc(C(F)(F)F)cc2)OCCCC[C@@H](C)O3)cc1
2	COc1ccc2c(c1)O[C@H]1c3ccc(O)cc3OC[C@@H]21
-3	COCC#Cc1cnc2c(c1)C(=O)N([C@H](C)CO)C[C@@H](C)[C@@H](CN(C)Cc1ccc(-c3ccccc3)cc1)O2
2	C/C=C/c1cnc2c(c1)C(=O)N([C@@H](C)CO)C[C@H](C)[C@@H](CN(C)Cc1ccc3c(c1)OCO3)O2
-4	C[C@H]1CN([C@@H](C)CO)C(=O)c2cccc(NS(=O)(=O)c3ccc(F)cc3)c2O[C@H]1CN(C)Cc1ccc(C(=O)Nc2ccccc2N)cc1
-3	C[C@@H]1CN([C@@H](C)CO)S(=O)(=O)c2ccc(C#C[C@@H](C)O)cc2O[C@H]1CN(C)C(=O)C1CC1
-12	C[C@H]1CN([C@@H](C)CO)C(=O)c2cccc(NS(=O)(=O)c3ccccc3)c2O[C@H]1CN(C)C(=O)Nc1ccc2c(c1)OCO2
14	CCCC#Cc1ccc2c(c1)O[C@H](CN(C)S(=O)(=O)c1cccc(OC)c1)[C@@H](C)CN([C@H](C)CO)S2(=O)=O
1	C[C@H](CO)N1C[C@H](C)[C@@H](CN(C)Cc2ccncc2)OCCCC[C@H](C)Oc2ccc(N(C)C)cc2C1=O
-2	COc1cccc(/C=C2\SC(=S)N(CCCC(=O)O)C2=O)c1
3	C[C@H](CO)N1C[C@H](C)[C@H](CN(C)C(=O)Nc2ccc(F)cc2)Oc2c(NC(=O)C3CCOCC3)cccc2C1=O
0	C[C@@H]1CCCCO[C@@H](CN(C)S(=O)(=O)c2cccs2)[C@@H](C)CN([C@H](C)CO)C(=O)c2cc(NC(=O)NC3CCCCC3)ccc2O1
-9	COc1ccc(S(=O)(=O)Nc2ccc3c(c2)C(=O)N([C@@H](C)CO)C[C@H](C)[C@H](CN(C)C(=O)Nc2ccccc2)OCCCC[C@H](C)O3)cc1
-1	C=C1C2CCC3[C@]4(C)CCC[C@@](C)(C(=O)O)C4CC[C@]3(C2)[C@H]1OC(C)=O (stereo partly specified)
-7	COc1cc(C2OCC3C(c4ccc5c(c4)OCO5)OC(=O)C23)ccc1O (stereo unspecified)
-3	COc1ccc(S(=O)(=O)Nc2ccc3c(c2)C(=O)N([C@H](C)CO)C[C@H](C)[C@@H](CN(C)Cc2ccc(C(F)(F)F)cc2)O3)cc1
-6	C[C@@H]1CN([C@@H](C)CO)C(=O)c2cc(NS(=O)(=O)c3ccc(F)cc3)ccc2O[C@H]1CN(C)Cc1ccncc1
3	C[C@H](CO)N1C[C@H](C)[C@H](CN(C)C(=O)Nc2ccccc2)Oc2ncccc2C1=O
-9	COc1ccc(/C=N/NC(=O)CCCCCCC(=O)Nc2ccccc2O)cc1
-11	CC(C)CC#Cc1ccc2c(c1)O[C@H](CN(C)C(=O)c1cccc(F)c1)[C@H](C)CN([C@@H](C)CO)S2(=O)=O
-6	Cc1noc(C)c1NC(=O)N(C)C[C@@H]1OCCCC[C@H](C)Oc2ccc(NC(=O)C3CCCCC3)cc2C(=O)N([C@H](C)CO)C[C@H]1C
-2	COc1cccc(S(=O)(=O)N(C)C[C@@H]2Oc3cc(C#CCN(C)C)ccc3S(=O)(=O)N([C@H](C)CO)C[C@H]2C)c1
-1	CNC[C@@H]1Oc2ccc(NS(=O)(=O)c3ccc(F)cc3)cc2C(=O)N([C@@H](C)CO)C[C@@H]1C
-2	CNC[C@H]1OCCCC[C@H](C)Oc2ccc(NC(=O)CCCN(C)C)cc2C(=O)N([C@H](C)CO)C[C@@H]1C
3	C=C1C(=O)O[C@@H]2[C@H]3C(=C)[C@@H](O[C@@H]4O[C@H](CO)[C@@H](O)[C@H](O)[C@H]4O)C[C@H]3C(=C)C[C@@H](O)[C@@H]12
8	O=C(NO)c1ccc(C(=O)N/N=C/c2cc3ccccc3n2S(=O)(=O)c2ccccc2)cc1
-2	C[C@H](CO)N1C[C@H](C)[C@H](CN(C)C(=O)c2ccc(F)cc2)Oc2ncc(/C=C/c3ccccc3)cc2C1=O
2	CO[C@H](CN(C)S(=O)(=O)c1cn(C)cn1)[C@H](C)CN(C(=O)Nc1ccc(C(F)(F)F)cc1)[C@@H](C)CO
6	C[C@H]1CN([C@@H](C)CO)S(=O)(=O)c2ccc(C#Cc3ccncc3)cc2O[C@H]1CN(C)C(=O)C1CCCCC1
2	Cc1noc(C)c1S(=O)(=O)Nc1ccc2c(c1)C(=O)N([C@H](C)CO)C[C@H](C)[C@H](CN(C)C(=O)c1ccncc1)OCCCC[C@H](C)O2
0	C[C@H](CO)N1C[C@H](C)[C@H](CN(C)S(=O)(=O)c2cn(C)cn2)Oc2ccc(NC(=O)NC3CCCCC3)cc2C1=O
0	COc1ccc(CN(C)C[C@H]2OCCCC[C@H](C)Oc3ccc(NS(=O)(=O)c4cn(C)cn4)cc3C(=O)N([C@@H](C)CO)C[C@H]2C)cc1
-2	COc1ccccc1CN(C)C[C@@H]1OCc2cn(nn2)CCCC(=O)N([C@@H](C)CO)C[C@@H]1C
1	CC(C)NC(=O)N(C)C[C@H]1Oc2ncc(C#Cc3ccccc3F)cc2C(=O)N([C@H](C)CO)C[C@H]1C
4	COc1ccc(CN(C)C[C@H]2Oc3ccc(NS(=O)(=O)c4ccc(F)cc4)cc3CC(=O)N([C@@H](C)CO)C[C@@H]2C)cc1
3	C[C@H]1CN([C@@H](C)CO)C(=O)Cc2cc(NC(=O)Nc3cccc4ccccc34)ccc2O[C@H]1CN(C)CC1CC1
2	O=C(CCc1ccc(O)cc1)c1c(O)c([C@@H]2O[C@H](CO)[C@@H](O)[C@H](O)[C@H]2O)c(O)c([C@@H]2O[C@H](CO)[C@@H](O)[C@H](O)[C@H]2O)c1O
0	C[C@H]1CN([C@@H](C)CO)C(=O)Cc2cc(NS(=O)(=O)c3ccc(F)cc3)ccc2O[C@@H]1CN(C)S(=O)(=O)c1ccc(Cl)cc1
0	CN(C(=O)c1ccn[nH]1)C1CC(C)(C)N(C)C(C)(C)C1
3	Cc1cc(C(=O)Nc2cccc3c2O[C@@H](CN(C)C(=O)Nc2ccc(F)cc2)[C@H](C)CN([C@H](C)CO)C3=O)n(C)n1
-3	C[C@@H]1CC[C@]2(C(=O)O)CC[C@]3(C(=O)O)C(=CCC4[C@@]5(C)CC[C@H](O[C@@H]6O[C@@H](C)[C@H](O[C@@H]7O[C@H](CO)[C@@H](O)[C@H](O)[C@H]7O)[C@@H](O)[C@H]6O)C(C)(C)C5CC[C@]43C)C2[C@H]1C (stereo partly specified)
-9	O=C1O[C@H](c2ccccc2)[C@H](c2ccccc2)N2[C@H]1[C@@H](C(=O)O)[C@]1(C(=O)Nc3ccccc31)[C@H]2c1ccc(O)cc1
-1	C[C@@H]1CN([C@@H](C)CO)C(=O)c2cc(NC(=O)Cn3cnnn3)ccc2O[C@H]1CN(C)S(=O)(=O)c1ccccc1
?	C[C@H]1CCCCO[C@H](CN(C)C)[C@@H](C)CN([C@@H](C)CO)C(=O)c2cc(NC(=O)CCC(F)(F)F)ccc2O1
1	C[C@@H]1CN([C@H](C)CO)C(=O)c2cc(NC(=O)NC3CCCCC3)ccc2O[C@H]1CN(C)S(=O)(=O)c1ccc(Cl)cc1
2	O=C(C[C@@H]1C[C@H]2c3cc(NC(=O)C4CCOCC4)ccc3O[C@H]2[C@H](CO)O1)NCc1ccncc1
-1	CNC[C@@H]1Oc2ccc(NC(=O)CCN3CCOCC3)cc2C(=O)N([C@H](C)CO)C[C@H]1C
-1	C[C@]12CCC3C4(C=CC5(C=C4C(=O)c4ccc(F)c(F)c4)C[C@@H](O)CC[C@]35C)C1CC[C@@]2(O)CN1CCC(C(N)=O)CC1 (stereo partly specified)
-3	C[C@H](CO)N1C[C@H](C)[C@H](CN(C)S(C)(=O)=O)Oc2ccc(NC(=O)Nc3cccc4ccccc34)cc2C1=O

Rewritten tab-delimited: part of the list above
smiles	NSD2 inh
O=C1O[C@H](c2ccccc2)[C@H](c2ccccc2)N2[C@H]1[C@@H](C(=O)O)[C@]1(C(=O)Nc3ccccc31)[C@H]2c1ccc(O)cc1	-9
C[C@@H]1CN([C@@H](C)CO)C(=O)c2cc(NC(=O)Cn3cnnn3)ccc2O[C@H]1CN(C)S(=O)(=O)c1ccccc1	-1
C[C@H]1CCCCO[C@H](CN(C)C)[C@@H](C)CN([C@@H](C)CO)C(=O)c2cc(NC(=O)CCC(F)(F)F)ccc2O1	?
C[C@@H]1CN([C@H](C)CO)C(=O)c2cc(NC(=O)NC3CCCCC3)ccc2O[C@H]1CN(C)S(=O)(=O)c1ccc(Cl)cc1	1
O=C(C[C@@H]1C[C@H]2c3cc(NC(=O)C4CCOCC4)ccc3O[C@H]2[C@H](CO)O1)NCc1ccncc1	2
CNC[C@@H]1Oc2ccc(NC(=O)CCN3CCOCC3)cc2C(=O)N([C@H](C)CO)C[C@H]1C	-1
C[C@]12CCC3C4(C=CC5(C=C4C(=O)c4ccc(F)c(F)c4)C[C@@H](O)CC[C@]35C)C1CC[C@@]2(O)CN1CCC(C(N)=O)CC1 (stereo partly specified)	-1
